Source: PubChem BioAssay (several laboratories)
CSN deneddyl inh – inhibitors of CSN-mediated cullin deneddylation, primary screen, biochemical, fluorescence polarization, uHTS. AID 651999, 2013. Purified CSN, SCF-Nedd8-OG deneddylation. COP9 signalosome complex subunit 5 (Homo sapiens), Q92905. 360,000 compounds, 0.38% hits. inhibition, % at 12.5 µM;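 active = pattern-corrected inhibition above about 35%, with an unprinted fluorescence ratio check between 0.5 and 1.5, limit read from the data, passing the limit was not always enough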;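 note: 0% = enzyme with substrate and 100% = substrate without enzyme; some results filed as inactive read as strong as hits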
Target sequence (Q92905 whole entry, looked up, one chain of several): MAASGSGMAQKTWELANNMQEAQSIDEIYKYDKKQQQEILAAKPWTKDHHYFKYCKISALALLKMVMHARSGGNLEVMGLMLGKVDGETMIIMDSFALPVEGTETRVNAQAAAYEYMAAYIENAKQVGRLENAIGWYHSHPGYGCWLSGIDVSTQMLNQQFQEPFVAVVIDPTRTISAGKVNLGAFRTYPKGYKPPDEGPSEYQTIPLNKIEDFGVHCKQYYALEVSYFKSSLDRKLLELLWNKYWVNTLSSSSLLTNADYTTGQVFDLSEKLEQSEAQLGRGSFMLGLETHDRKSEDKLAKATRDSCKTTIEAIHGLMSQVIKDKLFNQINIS
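assay system = purified human Csn5 enzyme expressed in HEK293T cells | amount = 0.24 nM enzyme | buffer or medium = Tris/NaCl/DTT buffer, pH 7.5 | reagent = 10 nM SCFSkp2-Nedd8OG | compound = one concentration, 12.5 µM, 0.25% DMSO | times = 90 min reaction at room temperature | signal = FP | read-out basis = % inhibition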
SKN-1 block – suppressors of acrylamide-induced Pgst-4::GFP reporter in worms, primary screen, SKN-1 inhibitor project, whole organism, uHTS, GFP/RFP fluorescence ratio, strain VP596. 360,000 compounds, 0.49% hits. inhibition, % at 21.8 µM. C. elegans VP596 Pgst-4::GFP/RFP ratio, 24 h;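 active = interference check ratio from 0.5 to 1.5 plus GFP to RFP signal ratio inhibition reaching or exceeding a fixed threshold, cut at about 30% in these data, passing the limit was not always enough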; note: some compounds called inactive have numbers as strong as hits
Rin1-Abl PPI inh – inhibitors of Rin1-Abl protein binding, primary screen, biochemical, TR-FRET | Tyrosine-protein kinase ABL1 (Homo sapiens) + Ras and Rab interactor 1 (Homo sapiens), … | inhibition, % at 7.35 µM | 360,000 compounds, 0.4% hits | AID 588664, 2011; in the data active = inhibition above about 5%, passing the limit was not always enough
NadD block – inhibitors of S. aureus NadD, primary screen, biochemical, colorimetric, uHTS. inhibition, % at 20 µM. 360,000 compounds, 0.78% hits. Nicotinate-nucleotide adenylyltransferase NadD (Staphylococcus aureus N315). purified NadD enzyme, colorimetric absorbance read-out; in the data active = inhibition above about 26%; note: some compounds past the cut are filed as inactive
Neddyl block – inhibitors of cullin neddylation, primary screen, biochemical, TR-FRET, uHTS, NAE and Ubc12. NEDD8-conjugating enzyme Ubc12 (Homo sapiens) + NEDD8-activating enzyme E1 regulatory …. calls only at 25 µM. 360,000 compounds, 0.58% hits; in the data active = inhibition above about 36%
FAS-TE inh – FAS thioesterase domain inhibitors, primary screen, biochemical, fluorescence intensity, uHTS; Fatty acid synthase (Homo sapiens), P49327; recombinant FAS-TE, OMFH fluorogenic substrate, fluorescence endpoint; inhibition, % at 15 µM; 360,000 compounds, 0.67% hits; AID 602261, 2012;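 active = compounds whose normalised, plate-corrected inhibition of enzyme fluorescence in the single-dose primary screen is 50% or more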;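 note: 0% = DMSO with enzyme and 100% = substrate without enzyme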
Rpn11 block – Rpn11 (PSMD14) deubiquitinase inhibitors, primary screen, biochemical, fluorescence polarization, uHTS. 26S proteasome non-ATPase regulatory subunit 14 (Homo sapiens), O00487. 360,000 compounds, 0.59% hits. calls only at 20 µM. human 26S proteasome, Ub4-pepOG fluorescence polarization; 20S core pre-blocked with epoxomicin;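 active = inhibition at 20 µM, scaled to each plate's controls, above about 33%, limit read from the data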
Target sequence (O00487 whole entry, looked up): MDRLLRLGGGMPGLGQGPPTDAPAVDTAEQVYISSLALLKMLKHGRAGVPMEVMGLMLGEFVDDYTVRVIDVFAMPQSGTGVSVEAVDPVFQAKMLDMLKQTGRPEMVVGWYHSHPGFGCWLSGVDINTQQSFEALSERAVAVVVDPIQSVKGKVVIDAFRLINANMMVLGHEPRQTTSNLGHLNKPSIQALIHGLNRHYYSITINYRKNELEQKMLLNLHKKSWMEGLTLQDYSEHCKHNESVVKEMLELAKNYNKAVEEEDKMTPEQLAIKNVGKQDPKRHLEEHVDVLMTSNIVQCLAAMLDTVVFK
MT1-MMP act inh – blockers of MT1-MMP proenzyme processing, primary screen, HT1080 RFP-PRO-GFP cells, GFP/RFP fluorescence; Matrix metalloproteinase-14 (Homo sapiens), P50281; GFP/RFP ratio fluorescence, overnight; percent of plate control window, DMSO zero; GFP/RFP ratio change, % at 20 µM; 360,000 compounds, 0.061% hits;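 active = GFP/RFP ratio change of at least 30% with cell ATP level not reduced by more than half and red fluorescence within 50% of control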; note: strong numbers were not always called active
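Assay system: RFP-PRO-GFP reporter HT1080 cells; read-out basis: GFP/RFP fluorescence ratio; benchmarks: DMSO wells and RFP-L50D-GFP cells; doses: 20 µM single dose, 1% DMSO; schedule: overnight cell settling, then overnight compound exposure, 37 °C, 5% CO2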
PABP1 MLLE inh – inhibitors of PABP1 MLLE–PAM2 peptide binding, primary screen, biochemical, fluorescence polarization, FITC-PAM2, GST-MLLE | 360,000 compounds, 0.36% hits | inhibition, % at 20 µM; in the data active = inhibition above about 35%, passing the limit was not always enough;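 note: plate controls were DMSO wells with GST-MLLE for no effect and wells lacking GST-MLLE protein for full effect; some results filed as inactive read as strong as hits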
Starred values were filed as active, the others as inactive; i = inactive; . = no result given; + = active, no number.

Abbreviations: A = CSN deneddyl inh; B = SKN-1 block; C = Rin1-Abl PPI inh; D = NadD block; E = Neddyl block; F = FAS-TE inh; G = Rpn11 block; H = MT1-MMP act inh; I = PABP1 MLLE inh
[1] CCSc1n[nH]c2nc3c(c(=O)n12)C1(CCCC1)Cc1ccccc1-3
  A: 2	B: 3	C: -2	D: 11	E: .	F: -35	G: i	H: 0	I: 1

[2] COc1ccc(C)cc1NC(=O)NC1CCN(Cc2ccccc2)CC1
  A: -1	B: 2	C: -3	D: 3	E: i	F: -4	G: i	H: -1	I: -5

[3] Cc1coc2cc3oc(=O)c(CCC(=O)NC4CC4)c(C)c3cc12
  A: 8	B: 4	C: -3	D: 0	E: .	F: -2	G: i	H: 3	I: -3

[4] COc1ccc(-n2c(NC(=O)c3ccco3)c(C#N)c3nc4ccccc4nc32)cc1
  A: 38*	B: -8	C: 19*	D: 6	E: .	F: -4	G: i	H: -90	I: -55

[5] C=CCn1c(=O)c2ccccc2n2c(SCC(=O)NC(C)C)nnc12
  A: 0	B: -1	C: 1	D: -2	E: i	F: -2	G: i	H: 3	I: -44

[6] CCCNC(=O)c1nnsc1S(=O)c1ccc(Cl)cc1 (stereo not given)
  A: -12	B: 13	C: 8	D: 3	E: i	F: 14	G: i	H: -10	I: 37*

[7] CCc1c(C)nc(SCc2ccccn2)[nH]c1=O
  A: 2	B: -1	C: 4	D: -3	E: i	F: -11	G: i	H: 2	I: -3

[8] Cc1ccc(C)c(N2CCN(C(=O)CCc3nc(-c4ccc(Cl)cc4)no3)CC2)c1
  A: 1	B: 8	C: -3	D: 0	E: i	F: 23	G: i	H: 3	I: 2

[9] O=C(N/N=C/c1sc2ccccc2c1O)c1cccc2ccccc12
  A: 83	B: 2	C: -4	D: 6	E: i	F: 9	G: .	H: -46	I: -133

[10] CCCCNC(=S)N1CCn2cccc2C1c1ccccc1 (stereo not given)
  A: -4	B: 15	C: 2	D: -4	E: i	F: 14	G: i	H: 5	I: -113

[11] O=C([C@H]1O[C@@H](n2ccc(=O)[nH]c2=O)[C@H](O)[C@@H]1O)N1CCSC1
  A: 10	B: 2	C: 5	D: -4	E: i	F: -9	G: i	H: 3	I: 6

[12] COc1cc(Cl)cc(NC(=O)CCN2CCN(C)CC2)c1
  A: -2	B: 3	C: -3	D: -1	E: i	F: -6	G: i	H: 4	I: 1

[13] Cc1cc(=O)oc2cc(OCC(=O)c3ccc4c(c3)NC(=O)CO4)ccc12
  A: 76*	B: 9	C: 1	D: 3	E: i	F: 3	G: +	H: -16	I: -32

[14] COc1ccc(NC(=O)c2cn(CCC#N)nc2-c2cc3ccccc3o2)cc1
  A: -2	B: -7	C: -2	D: -11	E: i	F: 3	G: i	H: 8	I: -2

[15] COc1ccccc1CN1CC(C(=O)N(C)CCCn2nc(C)cc2C)CCC1=O (stereo not given)
  A: -1	B: 0	C: -1	D: 4	E: i	F: -3	G: i	H: -8	I: -22

[16] COc1ccc(OCc2cc(C(=O)N3C[C@H]4CC[C@H]3C4)no2)c(Cl)c1
  A: 1	B: -5	C: 1	D: -13	E: i	F: -18	G: i	H: 0	I: 9

[17] CC(C(=O)c1ccc(-c2ccccc2)cc1)[n+]1ccccc1 (stereo not given)
  A: 1	B: 11	C: 0	D: 7	E: i	F: -12	G: i	H: -4	I: -19

[18] COC(=O)c1ccc(/C=N/n2cnnc2)cc1
  A: 1	B: 5	C: -4	D: 4	E: i	F: -8	G: i	H: 4	I: 14

[19] Cn1cc([N+](=O)[O-])c(C(=O)Nc2cnn(Cc3ccc(F)cc3)c2)n1
  A: -3	B: 4	C: -2	D: 3	E: i	F: -5	G: i	H: 1	I: 7

[20] O=C(NCc1cc(Cl)cc(Cl)c1)c1ccc2sc([C@H]3C[C@H](O)[C@@H](CO)O3)nc2c1
  A: -1	B: -3	C: 3	D: -13	E: i	F: 2	G: i	H: 4	I: 9

[21] N#C/C(=N\O)c1nc2ccccc2s1
  A: -1	B: 12	C: 0	D: 9	E: i	F: -9	G: i	H: -5	I: 1

[22] Cc1ccc2cc(CN(Cc3ccco3)C(=S)NCC3CCCO3)c(=O)[nH]c2c1 (stereo not given)
  A: -1	B: 11	C: 0	D: 4	E: i	F: 5	G: i	H: 0	I: -133

[23] CC1(C(=O)NCC2CC2)Cc2c(-c3ccc4c(c3)OCO4)ccnc2O1 (stereo not given)
  A: -1	B: 4	C: 4	D: 3	E: .	F: -5	G: i	H: .	I: -6

[24] O=S(=O)(c1cnc(Cl)c(Br)c1)N1CCCCCC1
  A: -4	B: 9	C: 3	D: -2	E: i	F: 7	G: i	H: -6	I: 1

[25] N#CCCn1c(-c2nonc2NC(=O)c2ccccc2Cl)nc2ccccc21
  A: 0	B: 4	C: 3	D: 10	E: i	F: -2	G: i	H: 3	I: -17

[26] CSc1nc2[nH]ncc2c(=O)n1-c1ccccc1
  A: -2	B: -4	C: -2	D: 1	E: i	F: -11	G: i	H: 4	I: 20

[27] O=C(N/N=C/c1cccc2cccnc12)c1ccccc1O
  A: -5	B: 3	C: -3	D: 4	E: i	F: 13	G: i	H: 3	I: 5

[28] O=C1/C(=C/c2cccnc2)SC(=S)N1Nc1ccccc1
  A: 1	B: 4	C: -4	D: -1	E: i	F: -6	G: i	H: 0	I: 9

[29] CCN1CCN(C(=S)Nc2cccc(C(F)(F)F)c2)CC1
  A: 1	B: 5	C: -3	D: -3	E: i	F: -12	G: i	H: 3	I: -53

[30] Cn1c(CNC(=O)c2cccs2)nnc1SCC(=O)Nc1ccc(Cl)cc1
  A: 5	B: 6	C: 0	D: 0	E: i	F: -6	G: i	H: 2	I: -6

[31] CCc1ccccc1NC(=O)C1=CC(c2cccs2)=NS(=O)(=O)N1C
  A: -5	B: -3	C: 2	D: -9	E: i	F: 9	G: i	H: 0	I: 10

[32] C=CCN1/C(=C(\C#N)C2=NS(=O)(=O)c3ccccc32)N(C)c2ccccc21
  A: 0	B: -17	C: -1	D: -8	E: i	F: -9	G: i	H: -8	I: -1

[33] CC(NC(=S)Nc1c(Br)cccc1OC(F)F)C(C)(C)C (stereo not given)
  A: -12	B: 1	C: 0	D: -5	E: i	F: -7	G: i	H: 2	I: 30

[34] Cn1c(=O)c2c(ncn2CC(=O)OCC(=O)Nc2ccccc2)n(C)c1=O
  A: 1	B: -8	C: 1	D: -8	E: i	F: 0	G: i	H: -2	I: -7

[35] CN(Cc1ccc(F)cc1)C(=O)c1ccc(NC(=O)CC2SC(N3CCCC3)=NC2=O)cc1 (stereo not given)
  A: 0	B: -8	C: 4	D: 0	E: i	F: 1	G: i	H: -2	I: -1

[36] CC1CCCCN1C(=O)CCS(=O)(=O)Cc1ccccc1 (stereo not given)
  A: 5	B: -6	C: 1	D: 2	E: i	F: -5	G: i	H: -2	I: 2

[37] Cc1cc(C(=O)NCCN2CCN(c3cccc(Cl)c3)CC2)n(-c2ccccc2)n1
  A: 0	B: 7	C: 0	D: 6	E: i	F: 4	G: i	H: 1	I: 0

[38] C=CCn1c(=O)c2c(nc3n2CCCN3Cc2ccccc2)n(C)c1=O
  A: 3	B: 9	C: 2	D: -1	E: i	F: -4	G: i	H: 4	I: 2

[39] COc1ccc(-c2csc(NC(=O)c3nc(-c4ccccc4)oc3C)n2)cc1
  A: -2	B: 2	C: 0	D: 7	E: i	F: 8	G: i	H: 0	I: 0

[40] O=C(CCCc1c[nH]c2ccccc12)Nc1ccc2ccccc2c1
  A: 1	B: -6	C: -1	D: -1	E: i	F: 24	G: i	H: 4	I: -12

[41] Brc1cnc(OCc2ccccc2)nc1OCc1ccccc1
  A: 4	B: -12	C: -2	D: 3	E: i	F: 27	G: i	H: 0	I: -14

[42] CCOC(=O)n1c(=O)n(Cc2cccc(C)c2)c2ccccc21
  A: 9	B: 4	C: 3	D: -5	E: i	F: 3	G: i	H: 5	I: 3

[43] O=C1CSc2ccc(C(=O)Nc3cccc(S(=O)(=O)Nc4ccc(Br)cc4)c3)cc2N1
  A: -1	B: 3	C: 0	D: 30	E: i	F: 50*	G: i	H: -3	I: 11

[44] O=C(CC1CCCCC1)NCC1CCCO1 (stereo not given)
  A: -3	B: -22	C: 4	D: 0	E: i	F: -9	G: i	H: 2	I: 3

[45] CCOC(=O)C1=C(C)NC(=O)NC1c1ccc([N+](=O)[O-])o1 (stereo not given)
  A: 4	B: -9	C: 2	D: -5	E: i	F: -7	G: i	H: -1	I: 4

[46] O=C(O)c1cccc([N+](=O)[O-])c1C(=O)Nc1nc2ccccc2s1
  A: 8	B: -5	C: 2	D: -11	E: i	F: -2	G: i	H: -3	I: 14

[47] CC1(C)CC(=O)C=C(NCCN2CCN(C(=O)Nc3ccc(Cl)c(Cl)c3)CC2)C1
  A: -2	B: -4	C: -1	D: -2	E: i	F: 0	G: i	H: 5	I: -3

[48] COc1ccc(NC(=O)C2Cc3c(-c4cccc(F)c4)ccnc3O2)cc1OC (stereo not given)
  A: -3	B: 4	C: -3	D: 3	E: i	F: -2	G: i	H: 8	I: 11

Rewritten with two lines to a compound: part of the list above
Order of values: CSN deneddyl inh, SKN-1 block, Rin1-Abl PPI inh, NadD block, Neddyl block, FAS-TE inh, Rpn11 block, MT1-MMP act inh, PABP1 MLLE inh
(33) CC(NC(=S)Nc1c(Br)cccc1OC(F)F)C(C)(C)C (stereo not given)
    -12, 1, 0, -5, i, -7, i, 2, 30
(46) O=C(O)c1cccc([N+](=O)[O-])c1C(=O)Nc1nc2ccccc2s1
    8, -5, 2, -11, i, -2, i, -3, 14
(43) O=C1CSc2ccc(C(=O)Nc3cccc(S(=O)(=O)Nc4ccc(Br)cc4)c3)cc2N1
    -1, 3, 0, 30, i, 50*, i, -3, 11
(48) COc1ccc(NC(=O)C2Cc3c(-c4cccc(F)c4)ccnc3O2)cc1OC (stereo not given)
    -3, 4, -3, 3, i, -2, i, 8, 11
(37) Cc1cc(C(=O)NCCN2CCN(c3cccc(Cl)c3)CC2)n(-c2ccccc2)n1
    0, 7, 0, 6, i, 4, i, 1, 0
(36) CC1CCCCN1C(=O)CCS(=O)(=O)Cc1ccccc1 (stereo not given)
    5, -6, 1, 2, i, -5, i, -2, 2
